PfM18AAP inh: PfM18AAP enzyme inhibition. recombinant PfM18AAP, H-Glu-NHMec fluorogenic cleavage. inhibition, % at 7.35 µM. 1.2% of 290,000 active. AID 1822;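 active means inhibition above the campaign mean inhibition over all tested compounds plus 3 SD, cut at about 28% in these data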;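 further: 0% = plate median of test compound wells and 100% = 2 mM ZnCl2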
MEKK2 mut-MEK5: signal of MEK5 binding to mutant human MEKK2 PB1 domain; bead flow cytometry, Alexa488-MEK5 binding to MEKK2 mutant; percent response, % at 10 µM; 0.35% of 290,000 active; AID 1530; in the data active means percent response above about 24%, passing the limit was not always enough; further: inactives centre near 1; some results filed as inactive read as strong as hits
GalR3 antag: human GalR3 antagonism; O60755; HEK293 GalR3-CNG cAMP membrane potential fluorescence; galR3 body fused to GalR1 C-terminus; inhibition, % at 3 µM; 0.44% of 360,000 active;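 active means inhibition above the screen-wide average plus 3 SD, cut at about 13% in these data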;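 further: forskolin and galanin both at EC90 stimulate the cells; cAMP rise reported by CNG channel membrane potential dye signal; 0% = forskolin plus galanin with DMSO and 100% = forskolin alone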
Target sequence (O60755 1-299 limits assumed): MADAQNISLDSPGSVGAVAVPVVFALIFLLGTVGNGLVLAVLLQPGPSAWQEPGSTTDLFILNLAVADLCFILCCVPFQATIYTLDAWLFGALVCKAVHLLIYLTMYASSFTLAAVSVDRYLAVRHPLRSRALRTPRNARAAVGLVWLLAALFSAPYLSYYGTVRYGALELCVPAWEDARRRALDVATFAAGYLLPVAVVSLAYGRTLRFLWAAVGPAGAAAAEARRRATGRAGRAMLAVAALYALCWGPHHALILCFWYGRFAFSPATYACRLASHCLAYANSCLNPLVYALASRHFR
V1aR counter: counter-screen for oxytocin receptor agonists: human V1a receptor agonists; activation, % at 3 µM; CHO-V1R cells, Fluo-8 calcium fluorescence, agonist mode; 0% DMSO, 100% 3 nM vasopressin; 0.25% of 320,000 active; P37288;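 active means activation above the mean activation of all tested compounds plus 3 SD, per screening run, cut at about 20% in these data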;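 further: signal is peak over basal fluorescence ratio across a 100 second FLIPR read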
Target sequence (P37288 whole entry, looked up): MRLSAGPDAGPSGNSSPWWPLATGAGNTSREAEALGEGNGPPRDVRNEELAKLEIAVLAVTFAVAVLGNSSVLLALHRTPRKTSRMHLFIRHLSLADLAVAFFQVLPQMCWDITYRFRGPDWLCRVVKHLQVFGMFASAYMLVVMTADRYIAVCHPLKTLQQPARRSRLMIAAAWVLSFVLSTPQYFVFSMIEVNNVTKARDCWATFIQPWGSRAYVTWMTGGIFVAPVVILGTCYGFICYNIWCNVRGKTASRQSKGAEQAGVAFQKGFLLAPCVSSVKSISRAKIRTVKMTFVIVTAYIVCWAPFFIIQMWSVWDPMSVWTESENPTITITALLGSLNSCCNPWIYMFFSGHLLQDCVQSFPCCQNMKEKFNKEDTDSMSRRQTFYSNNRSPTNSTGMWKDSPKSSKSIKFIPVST
MEKK2 WT-MEK5: raises or lowers MEK5 binding to wildtype human MEKK2 PB1 domain; Q9Y2U5; bead flow cytometry, Alexa488-MEK5 binding to MEKK2 WT; actives lie on both sides; binding response (% of control), % at 10 µM; 1.1% of 290,000 active; in the data active means binding response below about 67% or above about 130%; inconclusive means no clear call, values can overlap the other calls; inactive means in between
NALP1 inh: NALP1 inhibition | 0.61% of 280,000 active | S. cerevisiae NALP1/ASC/caspase-1 growth, X-gal OD620, 72 h | inhibition, % at 10 µM; in the data active means inhibition mostly above about 24%, no sharp cut-off; inactive means mostly below about 32%; further: some compounds called inactive have numbers as strong as hits
GPR7 antag: blocks human GPR7 receptor signaling | GPR7-expressing cells, fluorescence antagonist assay | 1.1% of 290,000 active | inhibition, % at 4.4 µM | P48145; in the data active means inhibition above about 16%, passing the limit was not always enough;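 further: cells stimulated with the agonist NPW; 0% = agonist with vehicle and 100% = vehicle without agonist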
Target sequence (P48145 whole entry, looked up): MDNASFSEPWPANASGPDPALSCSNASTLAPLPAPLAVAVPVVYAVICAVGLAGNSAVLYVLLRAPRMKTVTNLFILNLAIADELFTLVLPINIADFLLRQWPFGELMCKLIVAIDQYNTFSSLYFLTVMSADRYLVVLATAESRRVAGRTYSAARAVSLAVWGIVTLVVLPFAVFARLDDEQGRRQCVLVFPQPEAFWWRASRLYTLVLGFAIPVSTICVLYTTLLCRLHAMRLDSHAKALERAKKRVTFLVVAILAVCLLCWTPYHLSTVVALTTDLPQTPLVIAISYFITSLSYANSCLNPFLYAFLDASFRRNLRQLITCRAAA
OXTR agonist: human OXTR agonism. CHO-OTR cells, Fluo-8 calcium fluorescence; normalized: DMSO 0%, oxytocin 100%. 0.32% of 320,000 active. activation, % at 3 µM. P30559;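 active means activation above the mean of all tested compounds plus 3 SD, cutoff set per screening run, cut at about 20% in these data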;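 further: peak over basal fluorescence ratio from a 100 s FLIPR kinetic read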
OXTR potentiate: potentiators of human oxytocin receptor; P30559; CHO-OTR cells, Fluo-8 calcium fluorescence, potentiator mode; 0% = oxytocin EC15, 100% = EC100; activation, % at 3 µM; 0.061% of 320,000 active;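 active means activation above that plate's cutoff, the mean activation of tested compounds plus 3 SD, cut at about 6.6% in these data, passing the limit was not always enough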;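 further: 100% uses oxytocin at 75 nM as the full agonist control; some results filed as inactive read as strong as hits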
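Dosing: Single dose, 3.0 µM nominal final compound concentration | Material: Human OTR in CHO cells | Technique: Kinetic Fluo-8 calcium fluorescence | Benchmarks: EC15 oxytocin alone as 0%, 75 nM oxytocin as 100% | Probe or stimulus: Oxytocin at about EC15, sub-maximal agonist stimulus | Incubation: Compound 6 min at room temperature before oxytocin, 100 s read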
* hit, by the source's call. Random draw from the library, and some 4.1% of all compounds hit somewhere here.

Cc1nc2ccccc2c(=O)n1/N=C/c1ccccc1OC(F)F was read as PfM18AAP inh 6.5, MEKK2 mut-MEK5 -1.0, GalR3 antag -9.8, V1aR counter 0.3, MEKK2 WT-MEK5 94.0, NALP1 inh 7.3, GPR7 antag -20.1, OXTR agonist 1.2 and OXTR potentiate 8.0.
Screening COc1ccccc1Nc1nc(N)nc(CSc2nncn2C)n1 returned PfM18AAP inh -1.5, MEKK2 mut-MEK5 2.0, GalR3 antag -2.9, V1aR counter 2.5, MEKK2 WT-MEK5 95.0, NALP1 inh -0.6, GPR7 antag 0.7, OXTR agonist 0.6 and OXTR potentiate -17.1.
For O=C(/C=C/c1ccco1)NC(=S)Nc1cc(-c2nc3ccccc3s2)ccc1Cl the results were PfM18AAP inh -3.7, MEKK2 mut-MEK5 13.0, GalR3 antag 5.2, V1aR counter -0.2, MEKK2 WT-MEK5 108.0, NALP1 inh 26.1, GPR7 antag -5.0, OXTR agonist -0.7 and OXTR potentiate -4.6.
`Cc1[nH]n(-c2ccccc2)c(=O)c1N=Nc1ccc(C#N)cc1` gave PfM18AAP inh -6.7, MEKK2 mut-MEK5 0.0, GalR3 antag -8.8, V1aR counter 0.0, MEKK2 WT-MEK5 104.0, NALP1 inh 22.9, GPR7 antag 0.8, OXTR agonist 0.7 and OXTR potentiate 1.5.
For Cc1cc(C(=O)CN2CC(C)OC(C)C2)c(C)n1-c1ccccc1 (stereo unspecified) the results were PfM18AAP inh -11.7, MEKK2 mut-MEK5 5.0, GalR3 antag -0.6, V1aR counter 0.7, MEKK2 WT-MEK5 107.0, NALP1 inh 22.2, GPR7 antag 2.1, OXTR agonist 0.1 and OXTR potentiate -2.9.
`CCOC(=O)CSC1=C(C#N)C(=O)NC(c2ccc(OC)c(OC)c2)S1` (stereo unspecified) gave PfM18AAP inh 2.5, MEKK2 mut-MEK5 0.0, GalR3 antag -3.0, V1aR counter 0.1, MEKK2 WT-MEK5 103.0, NALP1 inh -14.1, GPR7 antag -18.8, OXTR agonist 0.8 and OXTR potentiate -2.0.
CC(=O)Nc1ccc(S(=O)(=O)N2CCN(C(=O)N3CCOCC3)CC2)cc1 was read as PfM18AAP inh 0.0, MEKK2 mut-MEK5 -3.0, GalR3 antag 2.6, V1aR counter 0.5, MEKK2 WT-MEK5 102.0, NALP1 inh 16.0, GPR7 antag -9.8, OXTR agonist -0.5 and OXTR potentiate -7.9.
For O=C(CSc1nc(-c2ccccc2)cc(=O)[nH]1)NCc1ccc2c(c1)OCO2 the results were PfM18AAP inh 1.1, MEKK2 mut-MEK5 -4.0, GalR3 antag -3.8, V1aR counter 0.6, MEKK2 WT-MEK5 101.0, NALP1 inh 7.8, GPR7 antag -14.3, OXTR agonist 0.7 and OXTR potentiate 0.1.
Screening COCCN(C(C)=O)c1nnc(-c2cnccn2)s1 returned PfM18AAP inh 10.8, GalR3 antag 1.3, V1aR counter 2.2, NALP1 inh 29.1, GPR7 antag 17.8, OXTR agonist 1.6 and OXTR potentiate -0.3.
`Cc1oc2c(c(C)cc3oc(=O)c(CC(=O)N[C@@H](CC(C)C)C(=O)O)c(C)c32)c1C` gave PfM18AAP inh -4.4, MEKK2 mut-MEK5 10.0, GalR3 antag -8.1, MEKK2 WT-MEK5 101.0, NALP1 inh 9.9 and GPR7 antag -9.3.
Screening C#CCOc1ccc2c3c(c(=O)oc2c1)CCCC3 returned PfM18AAP inh 0.7, MEKK2 mut-MEK5 1.0, GalR3 antag -8.9, V1aR counter 1.0, MEKK2 WT-MEK5 104.0, NALP1 inh 23.6, GPR7 antag -2.0, OXTR agonist -1.8 and OXTR potentiate 10.1.
COc1ccc(-c2ccc(/C=C(\NC(=O)c3ccccc3)C(=O)N3CCOCC3)o2)cc1 was read as PfM18AAP inh -1.4, MEKK2 mut-MEK5 -9.0, GalR3 antag -2.8, V1aR counter 0.1, MEKK2 WT-MEK5 90.0, NALP1 inh 0.0, GPR7 antag -5.2, OXTR agonist -0.8 and OXTR potentiate -10.2.
COc1ccc(NC(=O)C2CC(=O)N/C(=N/N=C/c3ccccc3)S2)cc1 (stereo unspecified) was read as PfM18AAP inh -15.2, MEKK2 mut-MEK5 1.0, GalR3 antag 1.5, V1aR counter 0.4, MEKK2 WT-MEK5 99.0, NALP1 inh -3.6, GPR7 antag -16.2, OXTR agonist 0.9 and OXTR potentiate -1.5.
O=C(c1ccc([N+](=O)[O-])s1)N1CCc2ccccc21 was read as PfM18AAP inh -5.2, MEKK2 mut-MEK5 -7.0, GalR3 antag -7.2, V1aR counter -0.4, MEKK2 WT-MEK5 94.0, NALP1 inh 1.5, GPR7 antag 1.5, OXTR agonist 0.1 and OXTR potentiate -7.5.
Screening C/C(Cc1ccccc1)=N\NC(=O)c1cccnc1 returned PfM18AAP inh -8.4, MEKK2 mut-MEK5 -2.0, GalR3 antag 5.4, V1aR counter 0.6, MEKK2 WT-MEK5 87.0, NALP1 inh 19.5, GPR7 antag -1.6, OXTR agonist -0.4 and OXTR potentiate -4.3.
O=C(O)c1cc(C(=O)O)cc(N2C(=O)CSC2=S)c1 was read as PfM18AAP inh 19.2, MEKK2 mut-MEK5 4.0, GalR3 antag -8.4, V1aR counter 0.8, MEKK2 WT-MEK5 109.0, NALP1 inh -4.9, GPR7 antag -7.3, OXTR agonist 1.7 and OXTR potentiate -0.3.
For NS(=O)(=O)c1ccc(CCNC(=O)CNC(=O)c2ccccc2Br)cc1 the results were PfM18AAP inh -1.3, MEKK2 mut-MEK5 5.0, GalR3 antag -5.4, V1aR counter 0.3, MEKK2 WT-MEK5 104.0, NALP1 inh 2.8, GPR7 antag -10.3, OXTR agonist -0.1 and OXTR potentiate -0.2.
Screening COc1ccc2c(c1)[nH]c1c(=O)n(/N=C/c3ccc(OC)c(COc4ccccn4)c3)cnc12 returned PfM18AAP inh 1.4, MEKK2 mut-MEK5 0.0, GalR3 antag 2.5, V1aR counter -0.8, MEKK2 WT-MEK5 100.0, NALP1 inh 30.0, GPR7 antag -6.7, OXTR agonist -1.2 and OXTR potentiate -9.7.
`S=C(Nc1ccccc1)Nc1nc2ccccc2n1CCOc1ccc(Br)cc1` gave PfM18AAP inh -2.9, MEKK2 mut-MEK5 11.0, GalR3 antag -5.1, V1aR counter 0.2, MEKK2 WT-MEK5 102.0, NALP1 inh 12.9, GPR7 antag -9.8, OXTR agonist 1.6 and OXTR potentiate 0.7.
`COc1ccc(-c2nc3ncccc3n2O)cc1` gave PfM18AAP inh 14.0, MEKK2 mut-MEK5 2.0, GalR3 antag -7.8, V1aR counter 1.1, MEKK2 WT-MEK5 101.0, NALP1 inh -4.5, GPR7 antag 4.2, OXTR agonist 0.8 and OXTR potentiate -8.7.
CCN(CC)c1ccc(CNc2nnnn2C)cc1 was read as PfM18AAP inh -10.7, MEKK2 mut-MEK5 7.0, GalR3 antag -4.2, V1aR counter 0.7, MEKK2 WT-MEK5 107.0, NALP1 inh 7.5, GPR7 antag -14.8, OXTR agonist 1.1 and OXTR potentiate -1.8.
For CN(C)/C=C/C(=O)c1ccc(C(F)(F)F)cc1F the results were PfM18AAP inh -4.6, MEKK2 mut-MEK5 -3.0, GalR3 antag 2.0, V1aR counter 0.6, MEKK2 WT-MEK5 100.0, NALP1 inh 2.1, GPR7 antag -5.3, OXTR agonist -0.3 and OXTR potentiate -2.4.
For CSC1=N/C(=C\c2ccc(Cl)cc2)C(=O)N1N(C)C the results were PfM18AAP inh 0.0, MEKK2 mut-MEK5 8.0, GalR3 antag -6.3, V1aR counter 0.6, MEKK2 WT-MEK5 102.0, NALP1 inh 7.6, GPR7 antag -15.1, OXTR agonist -0.1 and OXTR potentiate -13.1.
Cc1nc2ccc(S(=O)(=O)NC(C(=O)Nc3nccs3)C(C)C)cc2s1 (stereo unspecified) was read as PfM18AAP inh -1.4, MEKK2 mut-MEK5 5.0, GalR3 antag -2.6, V1aR counter 0.5, MEKK2 WT-MEK5 113.0, GPR7 antag -10.5, OXTR agonist 0.1 and OXTR potentiate 0.2.
For NNc1nc2c(Cl)c(Cl)ccc2s1 the results were PfM18AAP inh 30.0*, MEKK2 mut-MEK5 -2.0, GalR3 antag -2.8, V1aR counter 1.1, MEKK2 WT-MEK5 94.0, NALP1 inh 31.8, GPR7 antag 3.7, OXTR agonist -0.2 and OXTR potentiate -2.5.
COc1cccc(C(=O)NCC2CCCN2S(=O)(=O)c2ccccc2)c1 (stereo unspecified) was read as GalR3 antag -2.2, V1aR counter 0.8, OXTR agonist 1.4 and OXTR potentiate -1.9.
CC(Oc1ccc(Cl)cc1)c1ccnc(N)n1 (stereo unspecified) was read as PfM18AAP inh 4.4, MEKK2 mut-MEK5 -2.0, GalR3 antag -0.8, V1aR counter -0.4, MEKK2 WT-MEK5 97.0, NALP1 inh 7.8, GPR7 antag -1.0, OXTR agonist -0.5 and OXTR potentiate -3.5.
O=C(CN1CCC(NC(=O)c2ccccc2)CC1)NCc1ccccc1F was read as PfM18AAP inh 1.2, MEKK2 mut-MEK5 2.0, GalR3 antag -4.4, V1aR counter 0.3, MEKK2 WT-MEK5 102.0, NALP1 inh 3.0, GPR7 antag -12.7, OXTR agonist -0.1 and OXTR potentiate -1.6.
COc1ccc(S(=O)(=O)N2CCOCC2)cc1NC(=O)CN1C(=O)NC2(CCCC2)C1=O was read as GalR3 antag -0.1, V1aR counter 0.5, OXTR agonist 0.8 and OXTR potentiate -9.2.
Screening CCN(CC)CCn1c(-c2ccc(C)cc2)nc(=S)c2c1CC(C)(C)OC2 returned PfM18AAP inh 0.7, MEKK2 mut-MEK5 8.0, GalR3 antag 3.9, V1aR counter -1.4, MEKK2 WT-MEK5 111.0, NALP1 inh 1.0, GPR7 antag -3.5, OXTR agonist -0.7 and OXTR potentiate -3.0.
CS(=O)(=O)N(CC(=O)NCCSc1ccccc1)c1ccc2c(c1)OCO2 was read as PfM18AAP inh 0.2, MEKK2 mut-MEK5 8.0, GalR3 antag -2.5, V1aR counter 1.0, MEKK2 WT-MEK5 107.0, NALP1 inh 15.1, GPR7 antag -10.0, OXTR agonist 1.1 and OXTR potentiate 3.1.
`CN(Cc1nc2ccccc2n1C)S(C)(=O)=O` gave PfM18AAP inh -2.3, MEKK2 mut-MEK5 -15.0, GalR3 antag -2.7, V1aR counter 0.4, MEKK2 WT-MEK5 inconclusive, NALP1 inh 16.5, GPR7 antag 2.9, OXTR agonist -0.4 and OXTR potentiate 2.4.
For CC(=O)c1cccc(NC(=S)N2CCN(CCN3C(=O)c4cccc5cccc(c45)C3=O)CC2)c1 the results were PfM18AAP inh 1.3, MEKK2 mut-MEK5 -12.0, GalR3 antag 4.0, V1aR counter 0.5, MEKK2 WT-MEK5 87.0, NALP1 inh 8.1, GPR7 antag -3.9, OXTR agonist -0.2 and OXTR potentiate 0.1.
O=C(O)c1cccc2c1C(=O)c1cc(Br)ccc1S2(=O)=O was read as GalR3 antag -4.0, V1aR counter 0.2, OXTR agonist 0.7 and OXTR potentiate -3.9.

Screening data as filed in PubChem BioAssay.
